Source: PubChem (several laboratories)
SRC2 TRFRET art: TR-FRET signal artefacts, primary screen, artefact control for PPARgamma SRC-2 agonist project, biochemical. TR-FRET artefact counter-screen; hits give high values. TR-FRET ratio at 8 µM. actives 0.4% (n = 200,000). AID 1049, 2008; in the data active = TR-FRET ratio above about 2000; also: inactives centre near 1500
Diaphorase act: compounds boosting diaphorase resazurin reduction – biochemical, uHTS, resorufin fluorescence, counter-screen for diaphorase-coupled primary assays, primary screen. activation factor at 20 µM. Diaphorase/resazurin coupled assay, 16 min; hits give high values; 1 = vehicle wells, 0 = NADH-free wells. AID 1229, 2008. actives 0.005% (n = 190,000);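 active = diaphorase activity raised at least twofold by the compound at 20 µM; inactive = activation factor below 2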
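Test system: Clostridium kluyveri diaphorase, purified enzyme; input: enzyme 0.07 U/mL final; buffer or medium: 50 mM HEPES pH 7.4 with 4.542 mM MgCl2, 0.005% Tween 20; also added: 0.114 mM NADH and 0.1 mM resazurin, final amounts; schedule: 16 min enzyme reaction, ambient temperature; technique: fluorescence of resorufin, 544 nm excitation, 590 nm emission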
PMI act: activators of human PMI, primary screen, biochemical, fluorescence intensity, near-Km mannose 6-phosphate. AID 1214, 2008. activation factor at 20 µM. Mannose-6-phosphate isomerase (Homo sapiens), P34949. purified human PMI, coupled resazurin fluorescence, 20 min; hits give high values; 1 = vehicle control, 0 substrate-free wells. actives 0.005% (n = 190,000);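 active = activation factor of 2 or more at 20 µM, relative to plate controls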
ROMK mod: ROMK potassium channel modulators, primary screen, cell-based, thallium flux, MLSMR library; ATP-sensitive inward rectifier potassium channel 1 (Homo sapiens), P48048; Tet-inducible ROMK, thallium flux fluorescence; actives lie on both sides; B-score at 10 µM; actives 2% (n = 130,000); AID 1918, 2009;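 active = signal ratio slope over the read window, or its plate-corrected B-score, at least 3 SD from the plate mean, either direction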;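 also: B-score of the F/F0 ratio slope over 7 to 12 s after thallium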
Target sequence (P48048 whole entry, looked up): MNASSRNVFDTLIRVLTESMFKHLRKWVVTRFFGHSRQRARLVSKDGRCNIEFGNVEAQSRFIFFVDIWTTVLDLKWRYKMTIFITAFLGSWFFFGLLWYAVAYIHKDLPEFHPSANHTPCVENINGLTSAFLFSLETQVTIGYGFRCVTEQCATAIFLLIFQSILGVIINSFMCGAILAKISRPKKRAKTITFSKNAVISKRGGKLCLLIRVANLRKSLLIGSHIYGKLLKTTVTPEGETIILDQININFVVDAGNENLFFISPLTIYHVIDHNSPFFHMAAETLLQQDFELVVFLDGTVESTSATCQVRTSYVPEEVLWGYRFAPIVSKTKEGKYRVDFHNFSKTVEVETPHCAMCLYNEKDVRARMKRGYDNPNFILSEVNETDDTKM
Diaphorase inh: diaphorase inhibitors and chemical oxidizers, primary screen, counter-screen for diaphorase-coupled primary assays, biochemical, uHTS, resorufin fluorescence | diaphorase resazurin-to-resorufin fluorescence, NADH, 16 min; bacterial (C. kluyveri) enzyme, not human | inhibition, % at 20 µM | actives 0.69% (n = 190,000);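 active = primary screen inhibition at 20 µM above a set limit, cut at about 50% in these data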;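 also: plate controls were DMSO with full reaction for no effect and wells lacking NADH for full effect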
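Assay system: diaphorase enzyme from Clostridium kluyveri. Quantity: enzyme working solution with 0.14 U/mL diaphorase. Schedule: reaction incubation of 16 min at room temperature. Technique: resorufin fluorescence, excitation 544 nm, emission 590 nm. Controls: No-NADH positive control and DMSO neutral control.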
PPARg SRC-3 ag: PPARgamma agonists recruiting SRC-3 coactivator, primary screen, biochemical. Peroxisome proliferator-activated receptor gamma (Homo sapiens), P37231. biochemical PPARgamma/SRC-3 coactivator recruitment assay. activation, % at 8 µM. actives 0.26% (n = 200,000). AID 731, 2007; in the data active = activation above about 23%;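 also: 0% = DMSO and 100% = reference agonist; some compounds past the cut are filed as inactive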
Target sequence (P37231 whole entry, looked up): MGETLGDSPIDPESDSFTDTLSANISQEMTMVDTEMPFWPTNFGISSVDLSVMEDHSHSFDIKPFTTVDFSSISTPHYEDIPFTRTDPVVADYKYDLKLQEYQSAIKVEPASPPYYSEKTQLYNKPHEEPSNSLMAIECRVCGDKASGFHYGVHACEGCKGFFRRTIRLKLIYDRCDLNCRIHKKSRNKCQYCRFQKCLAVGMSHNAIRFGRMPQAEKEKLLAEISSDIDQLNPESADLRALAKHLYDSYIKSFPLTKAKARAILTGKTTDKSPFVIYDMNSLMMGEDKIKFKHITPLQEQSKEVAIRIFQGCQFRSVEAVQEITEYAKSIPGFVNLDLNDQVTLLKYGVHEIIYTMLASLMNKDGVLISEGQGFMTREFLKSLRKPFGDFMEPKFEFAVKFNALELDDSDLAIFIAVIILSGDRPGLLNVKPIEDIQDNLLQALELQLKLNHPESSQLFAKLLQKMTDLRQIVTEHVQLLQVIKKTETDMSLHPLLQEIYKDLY
PPARg SRC-1 ag: PPARgamma agonists recruiting SRC-1 coactivator, primary screen, biochemical; Peroxisome proliferator-activated receptor gamma (Homo sapiens), P37231; PPARgamma-SRC-1 coactivator recruitment biochemical assay; activation, % at 8 µM; actives 0.41% (n = 200,000); in the data active = activation above about 19%;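 also: 0% = DMSO and 100% = reference agonist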
G6PDH counter: L. mesenteroides G6PDH inhibitors, counter-screen for G6PDH-coupled screening assays, biochemical, Leuconostoc mesenteroides enzyme; actives 0.12% (n = 200,000); Purified L. mesenteroides G6PDH, diaphorase/resazurin coupled fluorescence, 45 min; glucose-6-phosphate dehydrogenase [Leuconostoc mesenteroides]; inhibition, % at 5 µM; in the data active = inhibition above about 50%
PPARg SRC2 recr: agonists of PPARg-SRC-2 recruitment, primary screen, biochemical, HTS; activation, % at 8 µM; actives 0.34% (n = 200,000); PPARgamma LBD-SRC-2 recruitment; in the data active = activation above about 22%;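 also: 0% = vehicle and 100% = reference agonist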
PMI act hi M6P: human PMI activators, high substrate, primary screen, biochemical, fluorescence intensity, near-saturating mannose 6-phosphate; coupled PMI enzyme assay, resazurin fluorescence, 20 min; hits give high values; 1 = untreated enzyme, 0 = substrate-free blank; activation factor at 20 µM; actives 0.34% (n = 190,000); AID 1216, 2008;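 active = activation factor of 2 or more at 20 µM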
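Test system: human phosphomannose isomerase with PGI, G6PDH, diaphorase coupling enzymes / Doses: 20 µM compound, 1% DMSO / Times: enzyme reaction with compound 20 min at room temperature / Measured by: Diaphorase-driven resazurin-to-resorufin fluorescence, excitation 544, emission 590 nm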
S1P3 antagonist: S1P3 receptor antagonists, primary screen, cell-based; Sphingosine 1-phosphate receptor 3 (Homo sapiens), Q99500; CHO S1P3 NFAT-BLA reporter, FRET fluorescence, antagonist mode; inhibition, % at 4.98 µM; actives 0.27% (n = 170,000);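 active = inhibition above the plate cutoff, the mean inhibition of test wells on that plate plus 3 SD, cut at about 28% in these data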;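 also: cells challenged with S1P at its EC80 of 0.8 µM; blue over green emission ratio from cleaved BLA substrate after 4 h stimulation; 0% = S1P-stimulated wells and 100% = unstimulated DMSO-only wells; some compounds past the cut are filed as inactive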
Numbers without * were called inactive. No enrichment for hits, and some 3.3% of all compounds hit somewhere here.

CSc1nnc(C)c(=O)n1COC(=O)COc1ccccc1 was read as SRC2 TRFRET art 1525, Diaphorase act 0.9, PMI act 0.9, ROMK mod 0.82, Diaphorase inh 7, PPARg SRC-3 ag -3, PPARg SRC-1 ag 0, G6PDH counter 17, PPARg SRC2 recr 4, PMI act hi M6P 0.9 and S1P3 antagonist -5.
Screening COc1ccc(-n2c(Cc3ccccc3)nnc2SCC(=O)N2CCCc3ccccc32)cc1 returned SRC2 TRFRET art 1555, Diaphorase act 0.8, PMI act 0.9, Diaphorase inh 24, PPARg SRC-3 ag 12, PPARg SRC-1 ag 1, G6PDH counter 3, PPARg SRC2 recr -1 and PMI act hi M6P 0.9.
For Cc1ccc(C(=O)CCC(=O)Nc2ccc(Cl)c(S(=O)(=O)Nc3cccc(Cl)c3)c2)cc1 the results were SRC2 TRFRET art 1622, Diaphorase act 0.9, PMI act 0.9, ROMK mod -0.33, Diaphorase inh 8, PPARg SRC-3 ag -3, PPARg SRC-1 ag 8, G6PDH counter 14, PPARg SRC2 recr 2, PMI act hi M6P 1.1 and S1P3 antagonist -5.
For Cc1sc2ncn(CC(=O)NCCN3CCOCC3)c(=O)c2c1S(=O)(=O)N1CCC(C)CC1 the results were SRC2 TRFRET art 1479, Diaphorase act 1.1, PMI act 1.1, ROMK mod 1, Diaphorase inh -10, PPARg SRC-3 ag 5, PPARg SRC-1 ag 1, G6PDH counter 8, PPARg SRC2 recr 0 and PMI act hi M6P 1.1.
Screening CCN1CCN(c2cc(C)c3cc(NC(=S)N4CCCCC4)ccc3n2)CC1 returned SRC2 TRFRET art 1515, Diaphorase act 1.1, PMI act 0.9, ROMK mod -0.05, Diaphorase inh -14, PPARg SRC-3 ag -2, PPARg SRC-1 ag -3, G6PDH counter 0, PPARg SRC2 recr -3, PMI act hi M6P 0.6 and S1P3 antagonist -10.
Screening CCN1C(=O)/C(=C\C(=O)c2cccs2)c2cc(Br)ccc21 returned SRC2 TRFRET art 1595, Diaphorase act 0.8, PMI act 0.9, ROMK mod -2.2, Diaphorase inh 20, PPARg SRC-3 ag 9, PPARg SRC-1 ag 0, G6PDH counter 1, PPARg SRC2 recr 7, PMI act hi M6P 0.8 and S1P3 antagonist 8.
For COC(=O)Nc1nnc(Cc2ccc(Cl)cc2)s1 the results were SRC2 TRFRET art 1330, Diaphorase act 0.9, PMI act 0.9, ROMK mod 1.6, Diaphorase inh 14, PPARg SRC-3 ag -8, PPARg SRC-1 ag -5, G6PDH counter 7, PPARg SRC2 recr -4 and PMI act hi M6P 1.
For Cc1ccc(S(=O)(=O)NC(CC(=O)NCC2CCCO2)c2ccccc2)cc1 (stereo not given) the results were SRC2 TRFRET art 1394, Diaphorase act 1, PMI act 0.9, ROMK mod -0.31, Diaphorase inh 4, PPARg SRC-3 ag 5, PPARg SRC-1 ag 6, G6PDH counter 14, PPARg SRC2 recr -7, PMI act hi M6P 0.9 and S1P3 antagonist 1.
COc1cccc(CNS(=O)(=O)c2cn(C)cn2)c1 was read as SRC2 TRFRET art 1497, Diaphorase act 0.9, PMI act 0.9, ROMK mod 0.64, Diaphorase inh 14, PPARg SRC-3 ag 10, PPARg SRC-1 ag 2, G6PDH counter 13, PPARg SRC2 recr -5, PMI act hi M6P 0.9 and S1P3 antagonist -2.
`Cc1cc(N2CCN(c3ccccc3)CC2)nc(N)n1` gave SRC2 TRFRET art 1463, Diaphorase act 0.9, PMI act 1.2, ROMK mod -0.28, Diaphorase inh 8, PPARg SRC-3 ag 7, PPARg SRC-1 ag 0, G6PDH counter -5, PPARg SRC2 recr 1 and PMI act hi M6P 1.1.
For O=C(O)CC(NC(=O)Nc1ccccc1)c1ccc(OC2CCCC2)cc1 (stereo not given) the results were SRC2 TRFRET art 1555, Diaphorase act 1.1, PMI act 1.3, ROMK mod 0.086, Diaphorase inh -5, PPARg SRC-3 ag 1, PPARg SRC-1 ag -5, G6PDH counter 2, PPARg SRC2 recr -8, PMI act hi M6P 1.1 and S1P3 antagonist -5.
Screening Cc1ccc(-n2c(SCC(=O)Nc3ccc4c5c(cccc35)CC4)nc(O)cc2=O)cc1 returned SRC2 TRFRET art 1540, Diaphorase act 0.8, PMI act 0.9, ROMK mod 1.9, Diaphorase inh 20, PPARg SRC-3 ag 1, PPARg SRC-1 ag 7, G6PDH counter -3, PPARg SRC2 recr 5, PMI act hi M6P 0.7 and S1P3 antagonist -10.
For COc1ccccc1NC(=O)C[n+]1ccccc1 the results were SRC2 TRFRET art 1920, ROMK mod -0.56, PPARg SRC-3 ag 3, PPARg SRC-1 ag 10, G6PDH counter 14, PPARg SRC2 recr 7 and S1P3 antagonist -23.
Screening CCOc1cc(N2CCOCC2)c(OCC)cc1NC(=O)Cc1cccc2ccccc12 returned SRC2 TRFRET art 1606, Diaphorase act 0.9, PMI act 0.9, ROMK mod 0.4, Diaphorase inh 10, PPARg SRC-3 ag 21, PPARg SRC-1 ag 9, G6PDH counter 2, PPARg SRC2 recr 9 and PMI act hi M6P 1.
`O=C(COC(=O)c1ccc(S(=O)(=O)NCc2ccco2)cc1)NC1CCCCC1` gave SRC2 TRFRET art 1501, Diaphorase act 0.9, PMI act 0.9, ROMK mod -1.2, Diaphorase inh 9, PPARg SRC-3 ag -2, PPARg SRC-1 ag 1, G6PDH counter 7, PPARg SRC2 recr 1 and PMI act hi M6P 1.
COc1cc(S(=O)(=O)N2CCCCC2)ccc1NC(=O)c1ccccc1Cl was read as SRC2 TRFRET art 1503, Diaphorase act 0.7, PMI act 0.9, Diaphorase inh 26, PPARg SRC-3 ag 4, PPARg SRC-1 ag 4, G6PDH counter 0, PPARg SRC2 recr 12 and PMI act hi M6P 0.9.
For Cc1ccc(C2(O)CN(c3ccccc3C)C3=[N+]2CCS3)cc1 (stereo not given) the results were SRC2 TRFRET art 1688, Diaphorase act 0.9, PMI act 1, Diaphorase inh 8, PPARg SRC-3 ag -1, PPARg SRC-1 ag 2, G6PDH counter -6, PPARg SRC2 recr 6, PMI act hi M6P 1.1 and S1P3 antagonist -1.
`O=C(NCc1ccccc1)c1ccc(F)c(F)c1` gave SRC2 TRFRET art 1748, Diaphorase act 1.2, PMI act 1.1, ROMK mod 0.064, Diaphorase inh -19, PPARg SRC-3 ag 4, PPARg SRC-1 ag -11, G6PDH counter 10, PPARg SRC2 recr 14, PMI act hi M6P 1.1 and S1P3 antagonist 12.
Screening CC(=C/c1ccccc1)/C=C1/SC(N2CCOCC2)=NC1=O returned SRC2 TRFRET art 1671, Diaphorase act 0.9, PMI act 1, Diaphorase inh 6, PPARg SRC-3 ag 14, PPARg SRC-1 ag 8, G6PDH counter 4, PPARg SRC2 recr 7 and PMI act hi M6P 1.
Screening COc1ccccc1OCC(=O)Nc1ccccc1C(=O)NCc1ccco1 returned SRC2 TRFRET art 1506, Diaphorase act 0.9, PMI act 1, Diaphorase inh 11, PPARg SRC-3 ag 11, PPARg SRC-1 ag 3, G6PDH counter 0, PPARg SRC2 recr 3 and PMI act hi M6P 1.

By substructure, the entries above with a furan ring, fused or not (two)
`O=C(COC(=O)c1ccc(S(=O)(=O)NCc2ccco2)cc1)NC1CCCCC1` gave SRC2 TRFRET art 1501, Diaphorase act 0.9, PMI act 0.9, ROMK mod -1.2, Diaphorase inh 9, PPARg SRC-3 ag -2, PPARg SRC-1 ag 1, G6PDH counter 7, PPARg SRC2 recr 1 and PMI act hi M6P 1.
Screening COc1ccccc1OCC(=O)Nc1ccccc1C(=O)NCc1ccco1 returned SRC2 TRFRET art 1506, Diaphorase act 0.9, PMI act 1, Diaphorase inh 11, PPARg SRC-3 ag 11, PPARg SRC-1 ag 3, G6PDH counter 0, PPARg SRC2 recr 3 and PMI act hi M6P 1.

Next section.
Screening COc1ccc(C(=O)CSc2nncn2C)cc1 returned SRC2 TRFRET art 1481, Diaphorase act 1, PMI act 1, Diaphorase inh 0, PPARg SRC-3 ag 6, PPARg SRC-1 ag 2, G6PDH counter 5, PPARg SRC2 recr 7 and PMI act hi M6P 1.
Screening Cc1ccc(C2C3=C(CCCC3=O)Nc3[nH]c(=S)[nH]c(=O)c32)cc1 (stereo not given) returned SRC2 TRFRET art 1604, Diaphorase act 0.9, PMI act 0.9, ROMK mod 0.71, Diaphorase inh 11, PPARg SRC-3 ag 8, PPARg SRC-1 ag 12, G6PDH counter 3, PPARg SRC2 recr 14 and PMI act hi M6P 1.1.
O=C(c1ccccc1NS(=O)(=O)c1cccc(C(F)(F)F)c1)N1CCc2ccccc21 was read as SRC2 TRFRET art 1757, Diaphorase act 0.9, PMI act 1, Diaphorase inh 14, PPARg SRC-3 ag 6, PPARg SRC-1 ag 4, G6PDH counter 0, PPARg SRC2 recr 9, PMI act hi M6P 1 and S1P3 antagonist 3.
O=C(CN1C(=O)NC2(CCc3ccccc32)C1=O)Nc1cc(C(F)(F)F)ccc1N1CCOCC1 (stereo not given) was read as Diaphorase act 0.9, PMI act 0.9, Diaphorase inh 14, G6PDH counter 1, PMI act hi M6P 0.9 and S1P3 antagonist -11.
For CCOC(=O)COc1ccc2c(c1)c(C(=O)OCC)c(C)n2CC the results were SRC2 TRFRET art 1464, Diaphorase act 0.8, PMI act 0.9, ROMK mod 0.0082, Diaphorase inh 20, PPARg SRC-3 ag -1, PPARg SRC-1 ag -2, G6PDH counter -1, PPARg SRC2 recr -1, PMI act hi M6P 0.9 and S1P3 antagonist 23.
`O=C(Nc1cnccn1)c1cccnc1` gave SRC2 TRFRET art 1433, Diaphorase act 0.9, PMI act 1, Diaphorase inh 9, PPARg SRC-3 ag -10, PPARg SRC-1 ag -4, G6PDH counter -3, PPARg SRC2 recr -3, PMI act hi M6P 1 and S1P3 antagonist -10.
